High-throughput results: PubChem, several laboratories
Arr AP2 block – human beta-arrestin and AP2 interaction inhibition. FITC-arrestin peptide / GST-AP2 beads, flow cytometry; AP2 beta2 appendage carries R879A mutation. inhibition, % at 10 µM. 340,000 compounds, 0.31% hits;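 active means inhibition above a set limit, near 3 SD of compounds lacking own fluorescence, cut at about 54% in these data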;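 further: plate controls were DMSO wells for no effect and 5 µM unlabelled arrestin peptide for full effect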
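System: GST-AP2 R879A glutathione beads; medium: PBS, Tween 20 0.05%, BSA 0.1%; reagent: fluorescein-tagged arrestin peptide at 50 nM final; schedule: pre-incubation 12 min, peptide binding 1 h, room temperature; detection: flow cytometry, FL1 (488/535 nm); read-out: inhibition as reduced fluorescein signal on beads, percent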
SR-BI DiI-HDL act – enhances SR-BI lipid uptake from DiI-HDL. CHO ldlA[mSR-BI] cells, DiI-HDL uptake fluorescence, 3 h; 100 = double the neutral-control signal. activation, % at 12.5 µM. 320,000 compounds, 0.096% hits. AID 504775;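 active means mean replicate activation of at least 60% and every replicate at or above 60%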;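 further: 0% = median plate neutral-control signal and 100% = twice that signal; values of inactives mirror those of a sister screen read the other way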
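System: LDL receptor-deficient CHO ldlA cells overexpressing murine SR-BI | Timing: 3 h uptake period with compound, 37 °C | Medium: HEPES-buffered (25 mM, pH 7.4) F12 plus 0.5% BSA | Dosing: Single-point compound dose | Signal: Bottom-read fluorescence, 550/595 nm | Read-out: Retained DiI signal reflecting DiI-HDL uptake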
RTF Ca sens inh – cardiac RTF calcium desensitization; P19429+P45379; 340,000 compounds, 0.12% hits; inhibition, % at 7.15 µM; IANBD-labeled cardiac RTF, Ca2+ fluorescence;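 active means inhibition above the mean inhibition of all tested compounds plus 3 SD, cut at about 17% in these data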;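 further: assay run at fixed EC70 calcium of 1.6 mM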
NSD2 HMT inh – inhibitors of human histone methyltransferase NSD2 | NSD2 peptide methylation, AlphaScreen, 120 min | inhibition, % at 12.5 µM | 310,000 compounds, 0.54% hits | AID 743445 | O96028; in the data active means inhibition above about 50%
PKA-R2B activ – PKA-R2B complex activation; P22694+P31323; 340,000 compounds, 0.079% hits; activation, % at 11.4 µM; PKA-R2B holoenzyme dissociation, Cy5-IP20 fluorescence polarization; R2B truncated from residue 108, S112A mutant; 0% DMSO only, 100% 113 µM cGMP;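 active means activation above a cutoff set at the mean over all compounds plus 3 SD, cut at about 18% in these data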;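 further: higher means more holoenzyme dissociation and a rise in polarization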
Target sequence (P31323 whole entry, looked up, other chains not shown, the tested form may be a part): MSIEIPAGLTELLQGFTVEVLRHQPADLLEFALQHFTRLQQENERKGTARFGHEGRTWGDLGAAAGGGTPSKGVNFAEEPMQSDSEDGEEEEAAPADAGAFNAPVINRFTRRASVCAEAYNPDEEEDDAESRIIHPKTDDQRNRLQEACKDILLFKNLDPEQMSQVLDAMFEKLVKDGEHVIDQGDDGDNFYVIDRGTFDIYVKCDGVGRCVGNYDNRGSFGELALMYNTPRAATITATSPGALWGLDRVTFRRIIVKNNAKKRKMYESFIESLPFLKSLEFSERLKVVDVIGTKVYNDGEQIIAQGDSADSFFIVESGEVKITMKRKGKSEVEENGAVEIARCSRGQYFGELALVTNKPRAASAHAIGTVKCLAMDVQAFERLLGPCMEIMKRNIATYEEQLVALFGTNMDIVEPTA
LANA DNA inh – inhibitors of KSHV LANA C-terminal domain DNA binding | MBP-C-LANA/FAM-LBS DNA binding, fluorescence polarization | inhibition, % at 9 µM | 340,000 compounds, 0.078% hits;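 active means highest replicate inhibition at or above 60% at 9 µM, even if other replicates fall short; inactive means all replicates below 60% inhibition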;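 further: 0% = neutral control wells and 100% = 4 µM acridine orange control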
PvdQ inh – blocks Pseudomonas aeruginosa PvdQ acylase activity. inhibition, % at 10 µM. 340,000 compounds, 0.063% hits. AID 488965. purified PvdQ acylase, fluorescence plate reader; in the data active means inhibition above about 30%, passing the limit was not always enough;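 further: 0% = vehicle neutral wells and 100% = reference inhibitor wells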
DAGLB inh – blocks human DAGLB lipase activity. HEK293T DAGLB membrane lysate, EnzChek fluorogenic substrate. Q8NCG7. 340,000 compounds, 0.059% hits. inhibition, % at 5.17 µM; in the data active means inhibition above about 34%;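 further: 0% = enzyme with vehicle and 100% = wells lacking enzyme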
SR-BI HDL uptake – blocks mouse SR-BI lipid uptake from DiI-HDL. inhibition, % at 12.5 µM. 320,000 compounds, 0.96% hits. ldlA[mSR-BI] CHO cells, DiI-HDL uptake fluorescence, 3 h. AID 488896. Q61009;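 active means mean replicate inhibition of at least 70% and a set share of replicates each scoring 70 or more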;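 further: 0% = median of neutral control wells and 100% = median of positive control wells; values of inactives mirror those of a sister screen read the other way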
Target sequence (Q61009 whole entry, looked up): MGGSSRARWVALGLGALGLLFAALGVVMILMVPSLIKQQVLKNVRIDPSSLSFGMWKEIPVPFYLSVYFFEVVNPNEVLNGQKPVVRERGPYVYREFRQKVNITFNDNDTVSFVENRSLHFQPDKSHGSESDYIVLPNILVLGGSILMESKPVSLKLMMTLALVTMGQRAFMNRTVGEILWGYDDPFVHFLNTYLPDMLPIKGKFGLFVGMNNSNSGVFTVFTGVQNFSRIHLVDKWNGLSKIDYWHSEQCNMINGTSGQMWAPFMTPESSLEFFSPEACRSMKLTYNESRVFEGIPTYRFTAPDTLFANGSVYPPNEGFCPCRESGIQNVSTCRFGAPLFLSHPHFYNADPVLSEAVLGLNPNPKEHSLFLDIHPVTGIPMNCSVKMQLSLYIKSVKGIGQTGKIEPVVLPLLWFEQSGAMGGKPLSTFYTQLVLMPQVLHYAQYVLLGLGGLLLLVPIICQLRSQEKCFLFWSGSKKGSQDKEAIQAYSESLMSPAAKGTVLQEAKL
Keap1-Nrf2 PPI – inhibitors of human Keap1-Nrf2 protein-protein interaction | Q14145 | Keap1 Kelch-Nrf2 peptide fluorescence polarization, 1536-well | inhibition, % at 9.4 µM | 340,000 compounds, 0.15% hits | AID 504523; in the data active means inhibition above about 12%;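 further: human Keap1 Kelch domain with fluorescein labeled Nrf2 9mer peptide probe; 0% = neutral control wells and 100% = peptide positive control; higher means more block of Keap1 binding to Nrf2 peptide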
* marks the source's active call; other numbers are inactive results; · = not tested or not shown. Rows were taken by chance. Share with any hit: about 2.1%.

mol,Arr AP2 block,SR-BI DiI-HDL act,RTF Ca sens inh,NSD2 HMT inh,PKA-R2B activ,LANA DNA inh,PvdQ inh,DAGLB inh,SR-BI HDL uptake,Keap1-Nrf2 PPI
Cc1ccc(S(=O)(=O)N2CCC(C(=O)OCC(=O)N3CC(=O)Nc4ccccc43)CC2)cc1,-13,-4,-7,-2,1,-0.7,-4,2,4,-5
CNC(=S)N1CCN(c2ccccn2)CC1,-4,-11,5,3,-2,-0.8,0,1,11,3
Cn1nccc1C(=O)N1CCN(c2cccc(C(F)(F)F)c2)CC1,-8,8,-6,0,4,1.0,-4,1,-8,2
CCN(C(=O)CN1C(=O)NC2(CCc3ccccc32)C1=O)C1CCCCC1 (configuration not stated),23,8,-3,-4,2,1.7,11,-1,-8,2
COc1ccc(-c2ccc(-c3cc(=O)oc4cc(OC)c(OC)c(OC)c34)cc2)cc1,2,-3,-5,·,0,1.0,7,-5,3,3
Cc1ccc(NC(=O)C(C)c2cccc(C(=O)c3ccccc3)c2)cc1 (configuration not stated),-8,0,4,-7,-2,2.3,-3,-5,0,0
O=c1c2ccccc2[nH]c2ccc(O)cc12,42,9,-9,1,3,25,-12,-1,-9,-3
CN(C)c1ccc(/C=N\NC(=O)CC#N)cc1,-11,23,8,·,-5,2.4,-5,1,-23,-5
O=C(N/N=C/c1c[nH]c2ccccc12)c1ccc([N+](=O)[O-])cc1Cl,3,20,-6,10,-7,0.2,-8,6,-20,6
CC(C)N=C(NC#N)SCc1ccc(F)cc1,7,10,-5,-1,-5,-0.4,-5,-1,-10,-2
COC(=O)C1=C(C(=O)c2ccccc2)C(c2ccc(OC)c(OC)c2)Nc2nnnn21 (configuration not stated),-7,10,-5,2,-1,-0.7,-13,-1,-10,2
CCOc1ccccc1NC(=O)COC(=O)CN1C(=O)NC(C)(C)C1=O,33,8,1,-1,5,1.7,1,-2,-8,0
O=C(O)c1ccc(Cn2cc(/C=C\[N+](=O)[O-])c3ccccc32)o1,42,2,-6,5,-10,4.7,3,1,-2,1
O=c1c2c3c(sc2nc2n1N=C(c1cccs1)CS2)CCCC3,28,23,-5,-1,5,0.8,-1,1,-23,2
Clc1ccc(-c2nnc(-c3ccco3)o2)cc1,26,8,-3,·,-1,1.2,58*,-3,-8,2
COC(CNc1ccc([N+](=O)[O-])c(NCC(OC)OC)c1C#N)OC,-11,-3,-8,1,2,-1.2,-15,-1,3,0
Cc1nn(-c2ccccc2)c(Cl)c1C(=O)Nc1nnc(C2CCCC2)s1,-8,16,-8,5,-15,0.9,-4,-1,-16,1
O=C(NC1CCCCC1)C(c1ccccc1)N1CCc2ccccc21 (configuration not stated),-3,8,-5,·,-8,0.7,4,-4,-8,1
O=C(N=C1SC2CS(=O)(=O)CC2N1Cc1ccc(Cl)cc1)C1CCCO1 (configuration not stated),-8,15,-13,·,-5,0.0,-12,-6,-15,-6
COc1ccc(CCNC(=O)C2CC(=O)N(c3ccc(C)cc3)C2)cc1 (configuration not stated),16,·,-3,-1,-5,1.4,14,-3,·,-2
Cc1cccc2cc(CN(CCc3ccccc3)C(=O)N3CCOCC3)c3nnnn3c12,3,-12,-1,0,-7,1.7,7,-3,12,-3
Cc1cccc(C(C)C)c1NC(=O)COC(=O)CNS(=O)(=O)c1ccccc1,-1,15,4,-2,-3,·,-13,2,-15,·
COc1ccc(-n2nc3c(N4CCC(C(=O)NC5CCCCC5)CC4)nnc(C)c3c2C)cc1,-13,-64,-2,-6,-8,-2.2,-7,3,64,-10
O=C(CSc1nnc(Cc2cc(=O)[nH]c(=O)[nH]2)n1-c1ccc(Cl)cc1)NC1CCCC1,19,1,-15,·,18,7.2,8,-1,-1,6
O=S(=O)(O)c1cc2oc(-c3ccccc3)nc2c2ccccc12,2,7,-2,·,-11,-0.3,-4,5,-7,-1
O=S1(=O)[C@H]2C[C@@H]3CC[C@]2(CN1Cc1cccc(F)c1)O3,-6,26,-1,·,-7,1.7,5,0,-26,-2
CC(C)C(CC(=O)N1CCCCC1)C1CCOC(C)(C)C1 (configuration not stated),18,13,-6,-4,3,1.9,3,1,-13,-1
O=C(COC(=O)C12CC3CC(CC(C3)C1)C2)Nc1nccs1,-1,26,0,0,-2,-0.2,-6,3,-26,-5
CCOC(=O)c1sc(NC(=S)NC(=O)C2CC2)cc1C,0,-53,-8,-2,4,-0.6,-13,-5,53,-7
O=C(NC(Cc1ccccc1)C(=O)Oc1ccc2c(C(F)(F)F)cc(=O)oc2c1)OCc1ccccc1 (configuration not stated),7,-64,-10,·,2,15,-5,3,64,5
CCOc1cc(NC(=S)NCc2ccco2)c(OCC)cc1NC(=O)c1ccco1,3,-43,-8,0,-1,-0.5,-7,0,43,-5
CC1(C)CC(=O)N(Cc2ccccc2)C(=O)C1,4,36,0,-2,-10,0.0,-1,-3,-36,4
CC(C)NC(=O)C(c1ccc(F)cc1)N(C(=O)CCC(=O)Nc1ccccn1)c1ccccc1F (configuration not stated),5,·,-21,2,3,-0.8,-15,2,·,-1
COc1ccc(CCNC(=O)CSc2nc3c(c(=O)n(C)c(=O)n3C)n2C)cc1OC,2,0,-15,3,0,0.7,-7,-2,0,3
O=C(COC(=O)c1cc([N+](=O)[O-])ccc1N1CCOCC1)Nc1ncc(Cl)cc1Cl,-7,·,-3,5,-4,1.1,-1,-1,86*,6
Cc1cccc(C(=O)N[C@H](C(=O)Nc2nc(C)cs2)C(C)C)c1,-6,12,-12,·,-2,1.0,-17,4,-12,-3
Cc1ccc(C)c(N2N=C(C(=O)Nc3cccnc3)CCC2=O)c1,37,-10,0,·,0,1.7,1,-2,10,2
CCOC(=O)c1ccc(N2CCN(C(C)=O)CC2)c(NC(=O)c2cccnc2)c1,12,1,-12,-1,3,-0.3,9,-2,-1,-2
Cc1cccn2c(=O)c(C=NCc3ccccc3)c(NCCO)nc12,28,25,-2,·,-2,-0.4,4,-1,-25,0
Cc1ccc(Cl)cc1NS(=O)(=O)c1ccc(-n2cccn2)cc1,5,37,-10,-2,-10,0.7,-21,0,-37,-3
C=CCn1c(C)c(C(C)=O)c(SC)nc1=S,-1,-3,-3,-1,2,2.7,-7,-1,3,-2
COc1ccccc1NC(=O)C1=C(C)Nc2nc(-c3cccs3)nn2C1c1cccc(O)c1 (configuration not stated),8,-34,-7,1,-7,0.2,-10,1,34,0
Cc1ccccc1/C(N)=N/OC(=O)/C=C/c1ccccc1,6,10,10,-3,-6,-2.2,-8,-8,-10,0
Cn1cc(C(=O)NCc2ccc(Cl)cc2)c(=O)c2cc(S(=O)(=O)N3CCOCC3)ccc21,-5,10,-7,-4,-2,1.2,7,-1,-10,-4
COC(=O)c1ccc(CN2CCCC(CCC(=O)NCc3ccc(C)o3)C2)cc1 (configuration not stated),0,11,-5,1,-2,-0.9,-13,0,-11,-11
CCOC(=O)C1CCN(C(=O)Cc2c(C(=O)O)n(C)c3ccccc23)CC1,19,16,-4,1,-13,-1.5,12,-2,-16,0
CCOC(=O)C1=C(C)NC(=O)NC1C1CC=CCC1 (configuration not stated),21,-1,7,-1,-4,-0.4,-10,4,1,0
Cc1nn(C(=O)c2cccnc2)c(C)c1Sc1ccccc1,1,2,-8,·,-10,-0.8,-11,1,-2,-8
CCOc1ccc(CCNC(=O)CCNC(=O)c2ccco2)cc1OCC,7,0,-3,1,-8,-0.2,6,-5,0,-3
Clc1cccc(-c2cc3nc4c(c(NCc5ccco5)n3n2)CCCC4)c1,-7,-39,3,0,-16,-0.4,-7,-8,39,-4

(list continues)
mol,Arr AP2 block,SR-BI DiI-HDL act,RTF Ca sens inh,NSD2 HMT inh,PKA-R2B activ,LANA DNA inh,PvdQ inh,DAGLB inh,SR-BI HDL uptake,Keap1-Nrf2 PPI
O=C(NC1CCN(S(=O)(=O)c2ccc(F)cc2)CC1)c1ccco1,3,·,-3,-2,-6,-2.6,-11,-1,·,2
CC1CCN(C(=O)c2[nH]cnc2C(=O)N[C@@H](C)c2ccccc2)CC1,12,-19,-6,·,-10,1.3,6,-2,19,-2
Cc1ccc(S(=O)(=O)N2CCN(C(=O)N3CCOCC3)CC2)cc1C,-14,·,-2,-1,6,-0.1,-14,-3,·,-7
COc1ccc(OCCC(=O)OCC(=O)NCc2ccco2)cc1,4,7,1,0,0,1.8,-15,-2,-7,-3
COc1cc(OC)nc(Oc2ccccc2C(=O)Oc2ccccc2Cl)n1,-3,-16,-3,1,-19,1.0,-7,-11,16,-5
CCCCNC(=S)N(CCN(C)C)Cc1cc2cc3c(cc2[nH]c1=O)OCCO3,-19,4,-1,4,-6,-0.5,-12,1,-4,-1
COC(=O)c1cn(Cc2cccnc2)c(=O)c2ccccc12,-7,31,-8,-2,1,0.6,-2,1,-31,2
